# Compound activity (PubChem)
# Eya2 inh: qHTS Assay for Inhibitors of the Phosphatase Activity of Eya2; AID 488837, 2010; recombinant Eya2, OMFP fluorescence dephosphorylation (OMFP is methylfluorescein phosphate); Potency, µM (top dose mostly 76.9 µM), for inactives: at the top dose activity, negative = inhibition, most hits filed as inhibitors; hit rate 0.006% among 330,000; also: potency is read from the fitted curve at half-maximal effect; % is scaled to controls: 0 for no effect and ±100 for the full control effect
# Target sequence (O00167 whole entry, looked up): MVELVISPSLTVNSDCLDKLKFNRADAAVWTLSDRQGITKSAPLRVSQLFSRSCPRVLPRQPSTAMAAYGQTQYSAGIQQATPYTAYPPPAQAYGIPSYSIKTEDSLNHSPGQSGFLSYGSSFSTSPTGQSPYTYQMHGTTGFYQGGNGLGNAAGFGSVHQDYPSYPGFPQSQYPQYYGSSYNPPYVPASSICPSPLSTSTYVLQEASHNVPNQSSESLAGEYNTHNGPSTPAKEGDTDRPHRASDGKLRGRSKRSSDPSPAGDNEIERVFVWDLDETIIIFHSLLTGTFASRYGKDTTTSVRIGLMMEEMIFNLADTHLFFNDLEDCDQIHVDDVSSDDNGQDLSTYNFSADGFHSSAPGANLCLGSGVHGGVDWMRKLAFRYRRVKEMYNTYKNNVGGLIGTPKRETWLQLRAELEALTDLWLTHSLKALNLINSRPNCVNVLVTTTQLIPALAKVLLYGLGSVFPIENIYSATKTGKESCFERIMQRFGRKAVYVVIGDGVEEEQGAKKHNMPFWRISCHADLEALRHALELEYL
#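 Eya2 (0.2 uM) preincubated 10 min at ambient with compound, then OMFP substrate added at 50 uM; 10 min reaction in 50 mM HEPES pH 7.5, 50 mM NaCl, 5 uM MgCl2, 0.05% BSA, 1 mM DTT. Fluorescence read at Ex 485/Em 525 nm.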
# USP2a block: qHTS Assay for Inhibitors of Ubiquitin-specific Protease USP2a Using CHOP2 as the Reporter; Potency, µM (doses to about 38.3 µM), without a hit: top-dose activity change, negative = inhibition, actives largely listed as inhibitors; AID 463254, 2010; USP2 core, Ub-CHOP2 coupled fluorogenic reporter, 485/531; Ubiquitin carboxyl-terminal hydrolase 2 (Homo sapiens), O75604; hit rate 0.01% among 330,000;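 also: potency is read from the fitted curve at half-maximal effect; plate controls were DMSO wells for no effect and full inhibition by NEM control for full effect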
#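 Cell-free coupled assay: 10nM USP2 core preincubated 30min RT with compound in Tris-HCl pH 8.0/CaCl2/CHAPS buffer, then 25nM Ub-CHOP2 and 25nM reporter substrate; fluorescence (Ex 485/Em 531) read after 60min RT, normalized to NEM inhibition, concentration-response curves fitted.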
# TSHR antag: Antagonists of the Thyroid Stimulating Hormone Receptor: HTS campaign; Thyrotropin receptor (Homo sapiens), P16473; TSHR-expressing cells, TSH-stimulated cAMP HTRF, 2 h; stronger effect = lower value; activity change, negative = inhibition, % at 11.5 µM; hit rate 0.2% among 330,000; AID 504810, 2011;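 active = activity change below a set negative limit, meaning inhibition stronger than a set level, cut at about -70% in these data; inconclusive = activity change between two set negative limits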; also: % is scaled to controls: 0 for no effect and ±100 for the full control effect
#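 Antagonism was scored as loss of TSH-driven cAMP in TSHR cells, stimulated with 4nM TSH (EC80) for 2 hours at 37 deg C and detected by homogeneous HTRF competition immunoassay.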
# Tb PFK block: qHTS Assay to Find Inhibitors of T. brucei phosphofructokinase; T. brucei PFK, ADP-Glo luminescence; Potency, µM (doses to about 57.5 µM), inactives show at the highest dose activity, negative = inhibition, most hits filed as inhibitors; hit rate 0.17% among 330,000; AID 485367, 2010;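 also: potency is read from the fitted curve at half-maximal effect; 0% = uninhibited 1x PFK enzyme wells and -100% = no-enzyme wells; nearly all actives have a fitted effect of over 60% in size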
# Target sequence (O15648 whole entry, looked up): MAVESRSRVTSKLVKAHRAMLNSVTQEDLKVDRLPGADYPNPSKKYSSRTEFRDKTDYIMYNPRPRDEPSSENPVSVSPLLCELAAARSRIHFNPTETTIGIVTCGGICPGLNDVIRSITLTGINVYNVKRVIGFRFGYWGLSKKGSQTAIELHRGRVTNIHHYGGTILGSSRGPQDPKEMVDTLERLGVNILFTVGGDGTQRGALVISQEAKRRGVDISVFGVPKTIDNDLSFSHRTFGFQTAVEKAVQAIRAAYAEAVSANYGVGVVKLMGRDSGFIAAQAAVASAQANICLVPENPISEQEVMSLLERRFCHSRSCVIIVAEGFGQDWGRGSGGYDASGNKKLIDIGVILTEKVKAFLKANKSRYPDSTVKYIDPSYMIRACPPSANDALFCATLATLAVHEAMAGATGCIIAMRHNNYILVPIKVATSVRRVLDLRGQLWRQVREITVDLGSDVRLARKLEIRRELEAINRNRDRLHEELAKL
#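 Activity is normalized to no-enzyme wells (full inhibition) and 1.25 nM enzyme wells (no inhibition). Reaction: 0.5 mM F6P, 0.1 mM ATP, 45 min RT, ADP-Glo luminescence; concentration-response curves fitted and classed by quality.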
# ELG1 DNA repair: qHTS screen for small molecules that inhibit ELG1-dependent DNA repair in human embryonic kidney (HEK293T) cells expressing luciferase-tagged ELG1; HEK293T ELG1-luciferase reporter, luminescence, 16 h; DNA damage induced by 5-fluorouridine; Potency, µM (doses to about 46.1 µM), for inactives: at the top dose activity change, negative = inhibition, actives largely listed as inhibitors; hit rate 2.3% among 330,000; also: potency is read from the fitted curve at half-maximal effect; % is scaled to controls: 0 for no effect and ±100 for the full control effect; nearly all actives have a fitted effect of over 55% in size
#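 Step one: seed 2,000 cells per well. Step two: pin-transfer compound or DMSO alongside 5-fluorouridine. Step three: incubate 16 hr, 37 °C, 5% CO2. Step four: add ONE-Glo, wait 30 min, read luminescence.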
# B2AR arrestin: qHTS assay of beta-arrestin-biased ligands of beta2-adrenergic receptor. Beta-2 adrenergic receptor (Homo sapiens), P07550. beta-arrestin recruitment to beta2AR, cell-based reporter. Potency, µM (highest dose often 46.1 µM), for inactives: at the highest dose activation, most hits filed as activators. hit rate 0.02% among 330,000;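 also: potency is read from the fitted curve at half-maximal effect; 0% = DMSO controls and full agonism = EC100 isoproterenol or metaproterenol; nearly all actives have a fitted effect of over 65% in size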
# BCR signal inh: qHTS Assay to Find Inhibitors of Chronic Active B-Cell Receptor Signaling; ABC-DLBCL IkBa-CBG/CBR reporter, luminescence ratio, 4 h; Potency, µM (highest dose often 46.1 µM), for the others: at the highest dose ratio change, negative = lower green/red ratio, actives largely listed as inhibitors; hit rate 0.05% among 340,000; AID 493014, 2011; active = well fitted inhibition curve with a large enough effect in the signal ratio, with a control signal flat, not every such curve was filed as active; inconclusive = small, poorly fitted or top-dose-only effect, or effect the other way, or a change in a side signal; the % refers to the signal ratio;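 also: potency is read from the fitted curve at half-maximal effect; plate controls were basal doxycycline-induced cells for no effect and cells given 10 µM MG132 for full effect; MG132 reads +100%, hits lower the ratio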
#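 Cell line TMD8 (human ABC DLBCL), stably expressing tet-inducible CBG68-IkBa fusion and CBR; IMDM/0.5% FBS; cpd up to 46 uM; dox induction, 4 h, 37C/5% CO2; dual luminescence; green/red ratio; MG132 control.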
# uPA generation: qHTS for Inhibitors of Cell Surface uPA Generation | cell surface uPA generation assay, qHTS | Potency, µM (highest dose often 38.3 µM), without a hit: at the highest dose activity change, negative = inhibition, most hits filed as inhibitors | hit rate 0.31% among 330,000 | AID 540303, 2011; active = well fitted inhibition curve with a large enough effect; inconclusive = small, poorly fitted or top-dose-only effect; inactive = no such curve, though single readings can be large or run the other way; tested in mouse RAW 264.7 cells; also: potency is read from the fitted curve at half-maximal effect; % is scaled to controls: 0 for no effect and ±100 for the full control effect; nearly all actives have a fitted effect of over 55% in size
# TCR act: Activators of T cell receptors: qHTS campaign; 330,000 tested, under 10 active; AID 504894, 2011; primary human leukocytes, anti-CD3, IL-2 HTRF, 48 h; Potency, µM (top dose mostly 9.22 µM), for the others: top-dose activation of IL-2 secretion, actives largely listed as activators; also: % of control where 0% means no effect
#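 Primary human leukocytes receive a-CD3 beads and test compound and are incubated 48 hr. Secreted IL-2 is then assayed by HTRF, measuring 665nm acceptor emission after 320nm excitation of the europium donor.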
# Mito fusion yeast: qHTS Assay for Small Molecule Inhibitors of Mitochondrial Division or Activators of Mitochondrial Fusion; S. cerevisiae fusion-defective mutant growth rescue, CellTiterGlo 48 h; Potency, µM (top dose mostly 46.1 µM), without a hit: at the top dose growth rescue (activation), usual class: activators; hit rate 0.23% among 320,000; AID 485298, 2010;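 also: potency is read from the fitted curve at half-maximal effect; % of control where 0% means no effect; nearly all actives have a fitted effect of over 45% in size; temperature-sensitive fusion mutants such as fzo1-1 at 37 °C on non-fermentable ethanol glycerol medium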
#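 Growth-rescue viability read-out: after 48 h at the non-permissive 37C in glycerol/ethanol YPEG, yeast mitochondrial fusion mutants are measured by CellTiterGlo luminescence; compounds (23 nl pinned per well) restoring growth score as division inhibitors or fusion activators.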
# TSG101-PTAP inh: qHTS Assay for Iinhibitors of HIV-1 Budding by Blocking the Interaction of PTAP/TSG101 | Tumor susceptibility gene 101 protein (Homo sapiens), Q99816 | Fluorescence polarization, FITC-PTAP peptide / Tsg101 binding | Potency, µM (doses to about 115 µM), for inactives: at the highest dose activity change, negative = inhibition, hits mostly inhibitors | 340,000 tested, under 10 active; active = well fitted inhibition curve with a large enough effect in the main read-out, with a control signal flat, not every such curve was filed as active; inconclusive = small, poorly fitted or top-dose-only effect, or effect the other way, or a change in a side signal; inactive = no such curve, though single readings can be large or run the other way; also: potency is read from the fitted curve at half-maximal effect; % of control where 0% means no effect
#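 Compounds were pin-transferred onto Tsg101 binding domain (10 uM final) in HEPES pH 7.5 buffer, then FITC-PTAP peptide was added at 50 nM final. After 20 min at RT, polarization reported peptide displacement across a qHTS concentration series.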
# Numbers without * were called inactive; ? = inconclusive; nt = not tested or not shown; [ ] = another dose, or the depositor's remark. Unless noted, calls follow the shape of the dose curve; as a rule, active = well fitted curve in the direction sought with a large enough effect; inconclusive = small, poorly fitted or top-dose-only effect, or another doubt; inactive = no such curve, though single readings can be large; an effect the other way counts as inactive or inconclusive.
SMILES,Eya2 inh,USP2a block,TSHR antag,Tb PFK block,ELG1 DNA repair,B2AR arrestin,BCR signal inh,uPA generation,TCR act,Mito fusion yeast,TSG101-PTAP inh
Cc1ccc2occ(/C=N/NC(=O)c3ccccc3O)c(=O)c2c1,6%,-1%,-4,-10%,?,0.4%,-1%,3%,4%,-2%,-1%
COc1cccc(C(=O)Nc2cc(C)c3c(=O)oc4ccccc4c3n2)c1,3%,2%,-21,-1%,3%,-0.1%,?,8%,-1%,28%,-1%
CCCCCCCC(=O)Nc1cc(C(=O)NCc2ccc(C)cc2)ccc1N1CCC2(CC1)CC(c1cccc(Br)c1)=NO2,21%,2%,-3,-4%,1%,0.0%,-9%,9%,-4%,1%,nt
COc1ccc(NC(=O)CN2C(=O)NC3(CCCC3)C2=O)c(OC)c1,8%,8%,-2,1%,14%,-0.4%,-2%,6%,3%,-9%,0%
COc1cccc(NC(=O)CSc2nncn2N)c1,-4%,-2%,0,3%,4%,0.4%,4%,-8%,3%,-3%,0%
O=C(Nc1ccccc1)N(Cc1cccnc1)Cc1ccco1,18%,1%,2,-15%,7%,-0.2%,-4%,2%,-1%,0%,-2%
CCOC(=O)c1c(NC(=O)C(C)NCc2ccco2)sc2c1CCC(C)C2 (stereo unspecified),-17%,5%,-14,3%,-23%,-0.4%,4%,-5%,3%,22%,1%
CN(C)/C=N/c1nc(-c2ccc3c(c2)OCO3)cs1,-3%,1%,14,1%,?,0.1%,?,-4%,-1%,-4%,-4%
CC1CC(NC(=O)C2(C)CC2(Cl)Cl)CC(C)(C)C1 (stereo unspecified),8%,3%,-1,-4%,-2%,0.0%,?,nt,nt,0%,-11%
CN(C)C(=O)Cn1cnc2c(cnn2-c2ccc(F)cc2)c1=O,9%,0%,-1,4%,1%,2.9%,0%,4%,-1%,-1%,0%
O=S(=O)(Cc1cc(Cl)nc(-c2ccncc2)n1)c1ccccc1,2%,-1%,-22,-3%,-5%,0.0%,?,-7%,1%,6%,-3%
Cc1ccc(Cn2ncn(-c3ccccc3)c2=O)cc1,-1%,1%,-2,-2%,?,0.1%,1%,nt,-9%,4%,0%
COc1ccc(N2CCN(C(=O)c3cccc(NS(=O)(=O)c4cccc(F)c4)c3)CC2)cc1,19%,-1%,-2,-2%,1%,0.0%,-6%,0%,-2%,0%,-14%
O=C(CCc1c[nH]c2ccccc12)NC(Cc1c[nH]c2ccccc12)C(=O)O (stereo unspecified),-10%,1%,12,2%,11%,0.2%,1%,-16%,2%,0%,0%
Cc1csc(NC(=O)[C@@H]2CCCN2C(=O)c2cccs2)n1,1%,1%,-8,2%,-6%,0.4%,-1%,0%,-3%,0%,-4%
CSc1ccc(CN2CCC(CO)(CCOc3ccccc3)CC2)cc1,-22%,3%,10,1%,-14%,0.1%,-6%,3%,-6%,9%,0%
COc1cccc(C2C(C(=O)Nc3cccnc3)=C(C)Nc3nnnn32)c1OC (stereo unspecified),10%,3%,5,-3%,-3%,-0.1%,3%,-2%,8%,0%,-9%
Nc1nc(=S)c2ncn([C@@H]3O[C@H](CO)[C@@H](O)[C@H]3O)c2[nH]1,9%,0%,5,-20%,?,0.3%,?,?,4%,10%,3%
O=C(NN1C(=O)c2ccccc2NC1c1ccco1)c1ccc(Br)cc1 (stereo unspecified),1%,-1%,-4,-3%,?,-0.2%,1%,6%,3%,3%,-1%
Cc1ccccc1S(=O)(=O)NCc1cccnc1,-3%,0%,6,2%,0%,-2.0%,-1%,-2%,-3%[46.1 µM],-11%,0%
Cc1ccnc(NS(=O)(=O)c2ccc(NC(=O)C3CCCNC3=O)cc2)n1 (stereo unspecified),8%,0%,-6,1%,-11%,-0.1%,?,-2%,-8%,2%,-5%
CC(C1CC2CCC1C2)n1c(COc2ccccc2F)nnc1SCC(N)=O (stereo unspecified),-11%,0%,12,-8%,4%,0.1%,?,-9%,3%,4%,3%
Cc1cccc(-c2noc(C(C)NC(=O)c3ccco3)n2)c1 (stereo unspecified),-13%,5%,2,-8%,-11%,-0.4%,?,1%,3%,?,-7%
O=C(c1ccccc1)c1nnc(-c2ccncc2)o1,28%,-4%,-6,-15%,9%,0.1%,?,10%,1%,0%,-3%
O=C(Cn1nnc(-c2ccc(F)cc2)n1)Nc1cccc(S(=O)(=O)N2CCCC2)c1,6%,0%,-17,-2%,?,0.1%,?,1%,-3%,-4%,-2%
CC(C)C(O)C1CCN(Cc2nc(-c3cccs3)no2)CC1 (stereo unspecified),-7%,0%,12,0%,5%,-1.1%,?,-2%,7%,4%,-3%
O=C(O)CCC1(CCC(=O)O)c2ccccc2-c2ccccc21,13%,4%,-1,4%,0%,-0.1%,1%,2%,-2%,-1%,-6%
O=C(Nc1ccc(N2CCN(C(=O)c3cccs3)CC2)c(Cl)c1)c1cccnc1,8%,1%,-17,2%,6.5µM*,0.5%,?,-1%,1%,13%,-2%
CSc1ncccc1C(=O)OCC(=O)Nc1nc(C)c(Cl)cc1Cl,8%,2%,-7,2%,2%,0.4%,2%,-3%,1%[46.1 µM],nt,-6%
CC(C)C(=O)Nc1ccc(C(=O)NNC(=S)NC(=O)c2cccs2)cc1,1%,1%,9,7%,0%,-0.2%,2%,1%,5%[46.1 µM],4%,-3%
CCC(=O)Oc1ccc2c(C)cc(=O)oc2c1C(=O)c1ccccc1,0%,2%,12,0%,-5%,-0.4%,-9%,-6%,3%[46.1 µM],22%,0%
CCCS(=O)(=O)NCc1cn2c(C)csc2n1,-31%,0%,17,8%,?,0.3%,?,-27%,8%,-9%,-2%
Cc1ccc(OCC(=O)Nc2c(C)nn(-c3ccccc3)c2C)c(Br)c1,2%,0%,-25,7%,?,0.4%,-6%,4%,-5%,10%,-8%
COc1ccc(OCCSc2nc3nc(C)cc(C)n3n2)cc1,3%,3%,0,-2%,-1%,-0.1%,-4%,-1%,-1%,0%,-3%
Cc1ccc(NC(=O)CN2CCCC2c2cccn2C)cc1C (stereo unspecified),1%,-1%,21,3%,2%,-0.4%,?,-7%,4%[46.1 µM],nt,-11%
CCOc1ccc(N(CC(=O)NCCSCc2ccc(C)cc2)S(C)(=O)=O)cc1,-10%,-3%,5,-5%,-11%,-0.6%,-9%,-1%,nt,2%,0%
CCn1cc(C(=O)N[C@@H](C)C(=O)NCCO)c(=O)c2cc3c(cc21)OCO3,-2%,1%,1,-6%,9%,-0.2%,6%,-3%,-1%,9%,-5%
Cc1ccc2c(c1)N(C(=O)CCC(=O)NCc1cccc(F)c1)CCO2,-12%,1%,5,-1%,0%,-0.2%,-6%,5%,2%,-1%,0%
Cc1ccccc1OCc1nc2ccccc2[nH]1,7%,8%,-17,-1%,?,0.0%,?,-3%,-1%,-8%,-2%
COc1cc(C(=O)OCC(=O)NC(=O)NCc2ccccc2)ccc1OC(F)F,-1%,-2%,-13,0%,7%,-0.2%,0%,3%,1%,-4%,-2%
c1ccc(CN(Cc2ccccc2)c2c3c(nc4ncnn24)CCC3)cc1,-3%,-2%,13,0%,-4%,0.0%,-5%,-28%,-6%,24%,-7%
C=CCSC1=C(C#N)C(c2cc(Br)c(O)c(OC)c2)CC(=O)N1 (stereo unspecified),18%,0%,3,-18%,0%,-0.1%,?,1%,0%,0%,1%
Cc1ccc(NC(=O)c2ccc(Br)o2)cc1S(=O)(=O)N(C)C,-2%,0%,-6,-19%,?,0.0%,0%,-10%,-10%,4%,0%
